pAkt inh – blocks phosphorylation of Akt. 360,000 compounds, 0.32% hits. activity change, % for hits at 50 µM. AID 651550. Neuro2A IGF-stimulated pAkt S473 HTRF, 20 min; hits give low values; in the data active = activity change below about -80%; inconclusive = mostly about -51% to -80%; also: % is scaled to controls: 0 for no effect and ±100 for the full control effect
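Single-point screen (50 µM final compound) in Neuro2A cells stimulated 20 min with 6 nM IGF at 37 deg C. After lysis, Ser473-phosphorylated Akt read by HTRF (ex 330 nm, em 615/665 nm) as the 665/615 ratio.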
Nrf2 ARE act – activates Nrf2 signaling; AREc32 ARE-luciferase reporter (MCF7-derived line), luminescence, 24 h; Potency, µM (titrated, usually from 46.1 µM), without a hit: at the highest dose activation, hits mostly activators; 410,000 compounds, 0.31% hits; also: potency is read from the fitted curve at half-maximal effect; % of control where 0% means no effect; nearly all actives have a fitted effect of over 65% in size
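Steps: seed AREc32_Fluc cells (1000/well, 5% FBS OPTI-MEM); incubate overnight at 37 deg C; add 23 nL compound; incubate 24 hr; add Steady-Glo; hold 30 min RT; read luminescence.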
ATXN viability – viability counter-screen for ATXN expression inhibitors; S2 cells (HEK-293 line with an ATXN2-luciferase reporter) viability, CellTiter-Fluor protease fluorescence, 24 h; Potency, µM (titrated, usually from 56.7 µM), most hits filed as cytotoxic; 400,000 compounds, 0.49% hits; also: potency is read from the fitted curve at half-maximal effect; nearly all actives have a fitted effect of over 40% in size
Nrf2 block – Nrf2 pathway inhibition; A549 ARE-Fluc reporter, luciferase luminescence, 18-24 h; Potency, µM (highest dose often 46 µM), for the others: at the top dose activity change, negative = inhibition, usual class: inhibitors; 360,000 compounds, 2.1% hits; also: potency is read from the fitted curve at half-maximal effect; % is scaled to controls: 0 for no effect and ±100 for the full control effect; nearly all actives have a fitted effect of over 60% in size
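Quantitative HTS in A549 cells stably bearing an antioxidant response element-firefly luciferase construct. Inhibition of Nrf2-driven transcription was scored by luminescence after 18-24 h of compound exposure at 37 °C.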
MmCpn inh – blocks the Methanococcus maripaludis chaperonin Mm-Cpn; purified Mm-Cpn ATPase, ADP Transcreener TR-FRET; Potency, µM (doses to about 76.9 µM), inactives show top-dose activity, negative = inhibition, usual class: inhibitors; 330,000 compounds, 0.031% hits; AID 504842; also: potency is read from the fitted curve at half-maximal effect; % is scaled to controls: 0 for no effect and ±100 for the full control effect; nearly all actives have a fitted effect of over 80% in size
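TR-FRET (320 nm excitation; 590 and 665 nm emission) reports ADP made from 10 uM ATP by 25 nM enzyme; compounds were preincubated 10 min, reaction run 30 min, both at 37°C.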
A549 viability – A549 cytotoxicity, counter-screen for Nrf2 inhibitors. A549 ARE-Fluc cells, CellTiter-Fluor viability, 18-24 h. 390,000 compounds, 0.16% hits. Potency, µM (series often up to 46 µM), for inactives: top-dose activity change, negative = cytotoxicity, actives largely listed as inhibitors; also: potency is read from the fitted curve at half-maximal effect; % is scaled to controls: 0 for no effect and ±100 for the full control effect
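Cytotoxicity counterscreen: CellTiter-Fluor fluorescence was measured in A549 ARE_Fluc cells after 18-24 h of compound exposure in a concentration series. The subsequent BugLite luminescent read reports ARE-luciferase activity.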
CCT chaperon mod – changes cytosolic chaperonin activity. AID 651819. 360,000 compounds, 0.3% hits. purified chaperonin ATPase assay, HTRF ADP detection, 30 min. activity change, % (concentration not given with the values), hits read low; in the data active = activity change below about -30%; also: % is scaled to controls: 0 for no effect and ±100 for the full control effect
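ATPase activity: ADP formed was measured by HTRF Transcreener (665/615 nm ratio) after 30 min at 37 deg C with 10 uM ATP. Compounds screened at one 76 uM concentration against 40 or 20 nM TRiC in Tris pH 7.4/KCl/MgCl2/DTT buffer.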
TGFb SMAD3 inh – TGF-b pathway inhibition. HepG2 CAGA-GFP TGF-b/SMAD3 reporter, GFP fluorescence, 18 h; TGF-beta stimulated, 500 pg/mL final. Potency, µM (top dose mostly 46.1 µM), for the others: top-dose activity, negative = inhibition, actives largely listed as inhibitors. 410,000 compounds, 1.2% hits; also: potency is read from the fitted curve at half-maximal effect; % is scaled to controls: 0 for no effect and ±100 for the full control effect; nearly all actives have a fitted effect of over 65% in size
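HEPG2 CAGA-GFP cells (1000/well, DMEM with 1% FBS) were pre-incubated 2 h at 37 degrees C, given compound by pin tool, then stimulated with TGF-beta at 500 pg/mL final for 18 h before per-cell GFP fluorescence imaging.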
HepG2 viability – counter-screen for TGF-b inhibitors: cytotoxicity in HepG2 cells; HepG2 CAGA-GFP viability, ATP luminescence, 18 h; Potency, µM (series often up to 46.1 µM), for inactives: at the top dose activity change, negative = cytotoxicity, most hits filed as cytotoxic; 410,000 compounds, 0.76% hits; also: potency is read from the fitted curve at half-maximal effect; some results filed as inactive show a strong effect at the top dose
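HepG2 CAGA-GFP cells (1000/well, DMEM with 1% FBS) received compound, then TGF-beta at 500 pg/mL final, and were incubated 18 hours at 37 degrees C. Viability was read by CellTiter-Glo luminescence. Media-only wells were set as complete cell-killing and DMSO as no toxicity.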
Numbers without * were called inactive; i = inactive; ? = inconclusive; . = no result given; & = joins results of further samples; [ ] = another dose, or the depositor's remark. Unless noted, calls follow the shape of the dose curve; as a rule, active = well fitted curve in the direction sought with a large enough effect; inconclusive = small, poorly fitted or top-dose-only effect, or another doubt; inactive = no such curve, though single readings can be large; an effect the other way counts as inactive or inconclusive.

SMILES	TGFb SMAD3 inh	pAkt inh	Nrf2 ARE act	A549 viability	MmCpn inh	CCT chaperon mod	Nrf2 block	ATXN viability	HepG2 viability
CN(C(=O)c1cccc(NC(=O)Cc2ccc(NC(=O)C3CCCN(C(=O)C4CCCC4)C3)cc2)c1)C1CCCC1 (stereo unspecified)	-1%	i	5.9%	0%	.	-2.5	?	i	10%
Cc1ccc(C2=NN(C(=O)CCCC(=O)O)C(c3ccco3)C2)cc1 (stereo unspecified)	47%[activator]	i	0.1%	-2%	2%	-0.5	-1%	i	14%
COc1ccc(NC(=O)C(C)N(c2ccccc2)S(C)(=O)=O)cc1 (stereo unspecified)	-13%	.	-1.0%	2%	.	.	15%	i	1%
CC1CC(=O)NN=C1c1ccc(N(C)C)c([N+](=O)[O-])c1 (stereo unspecified)	-10%	i	3.8%	-2%	-1%	-1.2	.	i	9%
Cc1ccc(OCC(O)Cn2c(=N)n(CCN3CCCCC3)c3ccccc32)cc1 (stereo unspecified)	?	-113%*	3.5%&8.4%	?	-1%	-1.2	0%	?	13µM*
Cc1cc(N2C(=O)CC(Cc3ccccc3)C2=O)no1 (stereo unspecified)	18%	i	-0.8%	-7%	0%	-0.6	-3%	i	-2%
Cc1cc(=O)[nH]c(SCc2ccc(Cl)cc2Cl)n1	-19%	i	-0.5%	1%	0%	-0.2	1%	i	-17%
COC(=O)[C@@]1(Cc2ccc(F)cc2)[C@H]2c3cc(C(=O)N(C)C)n(Cc4ccc(S(C)(=O)=O)cc4)c3C[C@H]2CN1C(=O)c1ccccc1	.	i	4.6%	.	.	1.0	.	?	.
NC(=N\N=Cc1ccco1)/C(N)=N/N=Cc1ccco1	-3%	i	8.1%	-14%	.	-0.7	?	i	10%
CC(NC(=O)C1CCCN(S(=O)(=O)c2ccc(-n3cnnn3)cc2)C1)c1ccc(F)cc1 (stereo unspecified)	-2%	i	-0.8%	0%	2%	-1.3	-1%	i	-1%
Cc1ccc(N(C(=O)c2csnn2)C(C(=O)NC2CCCC2)c2ccccn2)c(C)c1 (stereo unspecified)	4%	i	-0.2%	-3%	1%	-4.3	4%	i	2%
CC(=O)NCCOc1nc(N(C)C)nc(N(C)C)n1	10%	i	0.1%	-13%	-1%	-0.8	16%	i	-17%
O=[N+]([O-])c1ccc(-c2cccnc2)cc1	-2%	i	0.3%	0%	.	-2.0	-6%	i	-5%
CN(/N=C/c1ccc(C(C)(C)C)cc1)C1=NCCN1	6%	i	0.1%	-3%	3%	1.4	19%	i	-1%
CSc1nsc(SCC(=O)NC2CCCCC2)n1	0%	i	5.1%	6%	1%	-0.9	.	i	38%
Cc1occc1-c1nnc(SCC(=O)N(C)CCC#N)n1N	2%	i	-0.2%	4%	0%	-3.1	.	i	2%
CC1CCCCC1NC(=O)NC(=O)COC(=O)c1cncc(Br)c1 (stereo unspecified)	3%	i	0.1%	-1%	0%	0.1	6%	i	3%
Cc1cccc(NC(=O)CN2CCc3cc4c(cc3C2)OCCCO4)c1	9%	i	-0.6%	0%	0%	1.5	?	i	3%
COc1ccc(CCNC(=O)c2cc3sccc3n2Cc2ccc(Cl)cc2)cc1OC	-1%	.	2.5%	-11%	.	.	?	.	-15%
Cc1cc(C)c2c(=O)n3c(nc2c1)C(Cc1ccccc1)NC(=O)c1cc2ccccc2cc1-3 (stereo unspecified)	-5%	i	-1.5%	.	.	-4.3	.	i	-8%
CC1=CC(C)C(C(=O)O)C(C(=O)N2CCN(C)CC2)C1 (stereo unspecified)	0%	i	-0.7%	-6%	-5%	1.4	2%	i	-21%
CCOc1cc(CNn2nnnc2N)cc(Cl)c1OCC(=O)NC(C)(C)C	-3%	i	-0.2%	2%	0%	1.1	0%	i	0%
N#Cc1cc(Cl)c(N2CCOCC2)cc1C#N	15%	i	0.2%	-9%	-1%	-0.5	-1%	i	0%
Cc1c(F)cccc1NS(=O)(=O)c1ccc2c(c1)NC(=O)CO2	4%	i	1.1%	-1%	1%	-0.8	-11%	?	1%
CN(C)c1ccc(NC(=O)CC(NCc2ccccn2)C(=O)O)cc1 (stereo unspecified)	0%	i	0.9%	-4%	-3%	1.8	6%	i	4%
CC(=O)Oc1ccc(/C=N/NC2=NS(=O)(=O)c3ccccc32)cc1	-3%	i	0.1%	-2%	0%	-3.4	5%	i	8%
COc1ccc(C2=NOC(C(=O)O)C2)cc1 (stereo unspecified)	1%	i	0.1%	0%	-1%	3.0	5%	i	3%
COC(=O)C1=C(C)N=C2SC(C)C(=O)N2C1/C=C/c1ccccc1 (stereo unspecified)	0%	i	2.8%	1%	1%	-0.3	-4%	i	13%
NC(N)=NC(N)=Nc1ccc(O)cc1	9%	i	-0.1%	5%	-1%	-5.6	0%	i	2%
CN(C)C(CNC(=O)c1ccc(NS(=O)(=O)c2ccc(F)c(F)c2)cc1)c1ccccc1 (stereo unspecified)	-5%	i	-1.0%	-6%	1%	-2.6	-7%	i	-1%
COc1ccc(N2CCN(S(=O)(=O)CCNC(=O)c3cc(=O)c4ccccc4o3)CC2)cc1	-6%&7%	i	-0.3%&-0.4%	0%&8%	3%	-2.1	-13%	i	-13%&1%
Cc1cc2ccccn2c1C(=O)Nc1cccc(Cl)c1	-13%	i	19%	8%	-1%	-5.2	?	i	-1%
CC(=O)C1=C(C)NC(SCc2cccc([N+](=O)[O-])c2)=C(C#N)C1c1ccco1 (stereo unspecified)	-11%	i	3.9%	-5%	-1%	0.6	-10%	i	-29%
COc1ccc(/C=C/C(=O)Nc2ccc(C)c(S(=O)(=O)N3CCOCC3)c2)cc1	-14%	i	0.2%	-10%	-3%	-1.6	23µM*	?	-11%
CC(C)(C)NC(=O)C[n+]1ccc(C(N)=O)cc1	9%	i	-0.6%	4%	-3%	1.1	-5%	i	5%
O=[N+]([O-])c1ccc(NC(=S)NCC(c2cccnc2)N2CCOCC2)cc1 (stereo unspecified)	7%	i	0.2%	-2%	-1%	-0.1	0%	i	0%
CCOC(=O)C(=NC1CCS(=O)(=O)C1)NNc1cc(Cl)ccc1Cl (stereo unspecified)	-27%	i	10%	-1%	2%	-3.1	-8%	i	-35%
O=c1ccn(-c2ccccc2)[nH]1	-5%	i	0.1%	0%	3%	-0.7	14%	i	-1%
CCOc1ccc2oc(=O)cc(CN3CCN(C(=O)c4ccco4)CC3)c2c1	3%	i	0.0%	1%	3%	-0.4	-11%	i	-18%
COC(=O)c1ccc(N(CC(=O)NC2CCCCC2)C(=O)CNC(=O)c2ccco2)cc1	1%	i	1.7%	-3%	0%	-0.6	-27%	i	-2%
CC1CCCC(C)N1C(=O)COC(=O)CCc1nc2ccccc2c(=O)[nH]1 (stereo unspecified)	-5%	i	-0.7%	-3%	-2%	0.8	0%	i	-2%
CC(C)Oc1cc(S(=O)(=O)N2CCCCC2)ccc1N	-6%	i	0.6%	0%	1%	1.3	-14%	i	-4%
O=C(NCCCn1ccnc1)C(=O)NCC(c1cccnc1)N1CCN(c2ccc(F)cc2)CC1 (stereo unspecified)	-2%	i	0.4%	4%	0%	-1.9	?	i	-16%
COc1ccc(NC(=O)c2cccc(S(=O)(=O)Nc3ccc(Br)cc3)c2)cn1	-20%	i	3.7%	?	1%	-1.1	?	i	-43%
CC1CCCCN1S(=O)(=O)c1ccc(C(=O)N(CCCN(C)C)c2nc3cc4c(cc3s2)OCO4)cc1 (stereo unspecified)	-1%	i	0.1%	5%	3%	1.5	1%	?	-22%
COC(=O)C1=CN(C2CC2)C=C(C(=O)OC)C1c1ccc(C(=O)OC)cc1	1%	i	0.0%	?	-3%	1.0	0%	.	-3%
CCOC(=O)CNC(=O)COc1ccc(Cl)cc1Br	24%	i	-0.3%	2%	0%	-1.2	3%	?	2%
O=C1CC(SCCO)C(=O)N1c1ccc(Oc2ccccc2)cc1 (stereo unspecified)	-5%	i	-0.5%	-7%	0%	5.8	7%	i	1%
CN(C)C(=O)CNC(=O)CN1C(=O)NC2(CCCc3sccc32)C1=O (stereo unspecified)	6%	i	0.3%	-19%	2%	-0.5	2%	i	6%
CCOc1ccc(Nc2sc(C(=O)c3ccc4c(c3)OCO4)c(N)c2S(=O)(=O)c2ccc(C)cc2)cc1	8%	.	-1.3%	3%	.	.	.	i	-12%
COc1ncccc1-c1nnn(-c2ccc(Cl)c(Cl)c2)n1	-3%	i	?	9%	.	-0.1	?	i	-14%

Ordered by value in CCT chaperon mod (high to low): some entries from above
| Structure | CCT chaperon mod |
| --- | --- |
| COC(=O)[C@@]1(Cc2ccc(F)cc2)[C@H]2c3cc(C(=O)N(C)C)n(Cc4ccc(S(C)(=O)=O)cc4)c3C[C@H]2CN1C(=O)c1ccccc1 | 1.0 |
| COC(=O)C1=C(C)N=C2SC(C)C(=O)N2C1/C=C/c1ccccc1 (stereo unspecified) | -0.3 |
| Cc1ccc(C2=NN(C(=O)CCCC(=O)O)C(c3ccco3)C2)cc1 (stereo unspecified) | -0.5 |
